Screening results (PubChem)
USP1 inh: inhibitors of human USP1/UAF1 deubiquitinase; O94782; recombinant USP1/UAF1, Ub-Rhodamine cleavage fluorescence; Potency, µM (series often up to 57.1 µM), without a hit: at the highest dose activity change, negative = inhibition, actives largely listed as inhibitors; 390,000 tested, 0.23% active; AID 743255; note: potency is the fitted concentration of half-maximal effect; % is set by controls: 0 for no effect and ±100 for the full control effect; nearly all actives have a fitted effect of over 60% in size; inactives centre near -12
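Step one: compound is pinned into 1nM USP1/UAF1 in HEPES pH 7.8 buffer with TCEP. Step two: 15 min room-temperature incubation. Step three: Ub-Rho (150nM final) starts cleavage, tracked by fluorescence over six one-minute reads.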
D2 antagonist: D2 dopamine receptor (human) antagonism. HEK293 TREx D2 cells, calcium flux, dopamine EC80. inhibition, % at 10 µM. 340,000 tested, 2% active; in the data active = inhibition above about 30%; note: 0% is about no effect
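Cells plated overnight at 30 C with tetracycline; no-wash calcium dye, 30–90 min RT; 10 s baseline; compound pinned; 180 s read; EC80 dopamine added; another 180 s read.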
TrxR1 substrate: rat thioredoxin reductase 1 substrate activity; O89049; purified TrxR1 substrate turnover, NADPH consumption readout; Potency, µM (series often up to 114 µM), without a hit: top-dose activity change, negative = substrate turnover; 390,000 tested, 0.01% active; AID 588456; note: potency is the fitted concentration of half-maximal effect; % is set by controls: 0 for no effect and ±100 for the full control effect; nearly all actives have a fitted effect of over 50% in size
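Rat TrxR1, dispensed at 90 nM, was prereduced with 400 uM NADPH (final) for 5 min at ~22 deg C, then incubated with compound 15 min before 400 uM selenite. A first-read NADPH fluorescence drop versus no-compound background flagged substrates.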
Pin1 inhibitor: inhibitors of human Pin1 | Q13526 | Pin1 FP peptide displacement, HiFluor488, 10 min | Potency, µM (titrated, usually from 115 µM), for inactives: at the highest dose activity, negative = inhibition, most hits filed as inhibitors | 390,000 tested, 0.009% active | AID 504891; active = well fitted inhibition curve with a large enough effect in the polarisation, with a control signal flat, not every such curve was filed as active; inconclusive = small, poorly fitted or top-dose-only effect, or effect the other way, or a change in a side signal; inactive = no such curve, though single readings can be large or run the other way; the % refers to the polarisation; note: potency is the fitted concentration of half-maximal effect; % is set by controls: 0 for no effect and ±100 for the full control effect
Target sequence (Q13526 whole entry, looked up): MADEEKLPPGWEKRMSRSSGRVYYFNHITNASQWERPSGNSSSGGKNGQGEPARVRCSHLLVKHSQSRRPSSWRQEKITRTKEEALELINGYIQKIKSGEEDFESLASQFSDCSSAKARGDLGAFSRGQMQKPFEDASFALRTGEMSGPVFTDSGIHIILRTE
TRHR enhancer: allosterically enhances the human TRH receptor. 360,000 tested, 0.66% active. P34981. TRHR cells, fluo-8 calcium fluorescence, EC20 TRH enhancement. enhancement, % at 2 µM. AID 493056; in the data active = enhancement above about 30%; note: 0% is about no effect
Target sequence (P34981 whole entry, looked up): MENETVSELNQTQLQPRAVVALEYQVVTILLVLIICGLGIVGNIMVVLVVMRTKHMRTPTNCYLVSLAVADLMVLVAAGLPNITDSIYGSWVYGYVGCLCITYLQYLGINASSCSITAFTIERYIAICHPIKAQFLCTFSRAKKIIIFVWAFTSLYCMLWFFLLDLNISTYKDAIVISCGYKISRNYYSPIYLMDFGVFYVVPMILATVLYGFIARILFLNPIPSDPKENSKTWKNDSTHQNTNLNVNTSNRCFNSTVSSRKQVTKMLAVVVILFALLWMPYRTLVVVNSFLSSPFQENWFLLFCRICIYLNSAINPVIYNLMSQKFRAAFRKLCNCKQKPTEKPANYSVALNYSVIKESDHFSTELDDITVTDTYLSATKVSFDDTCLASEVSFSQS
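TRHR-expressing cells loaded with fluo-8 calcium dye were read kinetically (ex 480/em 530) during compound addition, then stimulated with an EC20 of TRH (10 nM final). Enhancement of the Gq-mediated intracellular calcium response was scored.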
TRHR ag: agonists of human TRH receptor | P34981 | TRHR cells, calcium flux fluo-8, FDSS agonist mode | activation, % at 2 µM | 360,000 tested, 0.18% active | AID 493084; in the data active = activation above about 30%; note: 0% is about no effect
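Agonist-mode FDSS calcium read (Ex 480/Em 530, 1 s cycles) in 1536-well TRHR cells with fluo-8 dye, after 10-cycle baseline and 23 nL compound addition; TRH at EC20 (10 nM final) added afterwards for the enhancer phase.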
mIDH1 inhibitor: inhibitors of human mutant IDH1 R132H; Potency, µM (series often up to 76.6 µM), without a hit: at the top dose activity change, negative = inhibition, actives largely listed as inhibitors; AID 602179; O75874; 390,000 tested, 0.093% active; IDH1-R132H enzyme, NADPH consumption, diaphorase/resazurin fluorescence; note: potency is the fitted concentration of half-maximal effect; % is set by controls: 0 for no effect and ±100 for the full control effect; nearly all actives have a fitted effect of over 65% in size
Target sequence (O75874 whole entry R132H, stated change not applied): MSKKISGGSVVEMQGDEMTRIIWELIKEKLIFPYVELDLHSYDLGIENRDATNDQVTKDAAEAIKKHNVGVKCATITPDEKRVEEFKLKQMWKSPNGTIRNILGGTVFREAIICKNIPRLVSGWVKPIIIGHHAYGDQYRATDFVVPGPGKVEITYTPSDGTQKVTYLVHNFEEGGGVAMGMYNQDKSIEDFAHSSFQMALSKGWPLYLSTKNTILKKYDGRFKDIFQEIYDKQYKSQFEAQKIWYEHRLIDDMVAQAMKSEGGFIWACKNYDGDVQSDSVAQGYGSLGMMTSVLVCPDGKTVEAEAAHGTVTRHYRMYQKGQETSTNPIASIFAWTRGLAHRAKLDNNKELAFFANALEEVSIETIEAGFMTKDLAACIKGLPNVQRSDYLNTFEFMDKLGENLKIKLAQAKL
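IDH1-R132H (0.5 ug/mL) preincubated 30 min with compound, then NADPH (0.016 mM) and alpha-KG (2 mM) added; 80 min at RT, pH 7.5. Remaining NADPH coupled via diaphorase/resazurin to fluorescence (540/590 nm); concentration-response curves normalized to no-enzyme control.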
D2 agonist: agonists of human D2 dopamine receptor; AID 485358; HEK293 T-REx D2 cells, calcium flux agonist mode; P14416; activation, % at 2 µM; 340,000 tested, 0.53% active;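 active = activation over 3 SD above normal in the single-dose calcium agonist read, cut at about 30% in these data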; note: 0% is about no effect
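HEK293 Trex D2 cells, tetracycline-induced, o/n 30 C 5% CO2; no-wash Ca dye, RT 30–90 min; 10-cycle baseline, 23 nl cpd added, kinetic Ca read 180 s; agonist hits = positive Ca response.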
rTrxR1 inhibitor: rat TrxR1 inhibition | recombinant rTrxR1, NADPH fluorescence consumption, selenite substrate | Potency, µM (doses to about 114 µM), for the others: top-dose activity change, negative = inhibition, hits mostly inhibitors | 390,000 tested, 1% active | O89049; note: potency is the fitted concentration of half-maximal effect; % is set by controls: 0 for no effect and ±100 for the full control effect; nearly all actives have a fitted effect of over 65% in size
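Rat TrxR1 (90 nM in the dispensed reagent) was pre-reduced with 400 uM NADPH for 5 min at room temperature, then incubated with compound for 15 min. After 400 uM selenite was added, NADPH fluorescence (Ex 340/Em 450 nm) was followed for 8 min.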
The depositor's hits bear a star; ? = inconclusive; / = no result given; & = joins results of further samples; [ ] = another dose, or the depositor's remark. Unless noted, calls come from the whole dose curve; as a rule, active = well fitted inhibition curve with a large enough effect; inconclusive = small, poorly fitted or top-dose-only effect; inactive = no such curve, though single readings can be large or run the other way. Not all compounds are listed (hit frequency here may not be typical).

SMILES	USP1 inh	D2 antagonist	TrxR1 substrate	Pin1 inhibitor	TRHR enhancer	TRHR ag	mIDH1 inhibitor	D2 agonist	rTrxR1 inhibitor
CN(C)c1nc2n(c(=O)n1)C(C#N)CS2 (centres undefined)	-11%	33*	9%	-4%	-13	0.3	2%	0.0	16%
CCOC(=O)N1CCN(C(=O)c2ccc(CS(=O)c3ccccc3)o2)CC1 (centres undefined)	-26%	-6	3%	-6%	5	0.5	8%	1.3	10%
O=C(CSc1nnc(-c2ccccc2F)n1C1CC1)Nc1cccnc1Cl	-19%	6	-6%	2%	-10	0.4	3%	0.1	-1%
CC(=O)N1CCCc2cc(S(=O)(=O)N(CC(C)C)CC(C)C)ccc21	-17%	-15	-5%	0%	-3	-0.3	2%	-0.1	-4%
Cc1cc(Nc2ccc([N+](=O)[O-])cc2)nc2ccccc12	-12%	-4	6%	10%	11	0.0	5%	0.4	14%[57.1 µM]
COc1ccc2c(c1)nc1n2CN(CC2CCCO2)CN1Cc1ccccc1 (centres undefined)	/	-2	/	/	-1	-0.3	/	-0.5	/
Cc1cc2c(cc1C)CSC(c1ccc(O)cc1)SC2	-20%	3	9%	10%	14	0.2	1%	0.0	21%
COC(=O)c1ccccc1NC(=O)CN(C)Cc1ccccc1	-14%	10	-5%	-1%	0	-0.6	1%	1.6	3%
O=C(CSc1cc(Cl)ccc1Cl)Nc1ccc(N2CCOCC2)cc1	-9%	-5	-15%	?	-2	-0.3	-5%	0.6	-23%
CC(=O)c1cccc(NC(=O)NN2CCN(C)CC2)c1	-10%	-14	-3%	6%	1	0.5	-11%	0.6	-1%
Cn1c(SCC(=O)N2CCCc3ccccc32)ncc(C(=O)Nc2ccc(F)cc2)c1=O	-10%	/	4%[57.1 µM]	-11%	8	0.4	-1%	0.7	5%[57.1 µM]
Cc1cccn2c(=O)nc(SCC(=O)N3CCC(Cc4ccccc4)CC3)nc12	-1%	-25	1%	0%	-9	-0.3	-2%	-0.3	-1%
COCCSc1nc2c(c(=O)[nH]c(=O)n2C)n1Cc1cccc(C)c1	6%	8	-2%	0%	-7	-1.2	-1%	-0.5	27%
COCCNC(=O)COc1cc(=O)n(C)c2ccccc12	-9%	-18	0%	-3%	-8	-0.1	-1%	0.2	17%[0.457 µM]
Cc1cc(SC(C)C(=O)Nc2ncc(Cl)cc2Cl)nc2ccccc12 (centres undefined)	0%	-7	5%[0.457 µM]	8%	-2	-0.3	4%	-0.7	16%
CCc1ccc(NC(=O)CS(=O)CC(=O)NCCCc2ccccc2)cc1 (centres undefined)	-13%	14	9%	3%	-5	-1.7	-2%	-0.5	43%
CCC(=O)Nc1ccc(C(=O)COC(=O)Cc2ccsc2)cc1	-14%	5	0%	2%	6	0.6	-12%	0.4	23%
CN1C(=O)c2ccc(C(=O)NCc3ccco3)cc2C1=O	-20%	24	4%	-11%	-10	1.0	-6%	0.4	16%
CCc1ccc2oc(-c3cc(NC(=O)c4cccnc4)cc(C)c3O)nc2c1	-17%	/	-4%	5%	-2	0.9	-10%	0.0	17%
CC(C)Cc1ccc(C(=O)NCc2ccc3c(c2)OCO3)o1	1%	-3	-9%	5%	-15	-0.8	-1%	-3.3	-5%
OC1CCN(c2ncnc3c2nnn3Cc2c(F)cccc2Cl)CC1	-15%	-4	-7%	3%	-1	0.0	0%	0.5	-7%
Cc1[nH]ncc1N=Cc1ccc([N+](=O)[O-])cc1	-18%	13	-2%	-13%	2	-0.2	-2%	0.7	18%
Cn1ncc(Cl)c1C(=O)N1CCN(S(=O)(=O)c2cccs2)CC1	-6%	-1	-12%	1%	-6	-0.1	-1%	0.1	-18%
O=C(COc1ccccc1)N(Cc1cccnc1)c1nc2c(F)cccc2s1	17%	/	5%[57.1 µM]	2%	-2	0.3	20%	1.0	11%[57.1 µM]
Cc1ccc(N2N=C(c3ccc(Br)cc3)CCC2=O)cc1	-7%	/	-16%	1%	21	0.0	2%	/	-14%
CC(=O)Nc1cccc(NC(=O)Nc2ccc(F)cc2F)c1	7%	-10	-5%[57.1 µM]	-3%	-1	0.3	15%	-0.4	17%
CCOC(=O)C1CCCN(CCC(=O)Nc2cc(OC)ccc2OC)C1 (centres undefined)	-21%	13	0%	-9%	3	-0.1	9%	9.3	17%
CN(Cc1ccc(OCC(O)CN2CCCCC2)cc1)Cc1ccnc2ccccc12 (centres undefined)	1%	2	0%	0%	-9	-0.4	-10%	2.9	2%
COc1cccc(C(C(=O)NCc2ccccc2)N(C(=O)c2csnn2)C2CC2)c1 (centres undefined)	-1%	7	1%[57.1 µM]	-2%	-5	0.3	-3%	0.1	11%[57.1 µM]
O=C(N=Nc1c(O)n(C2OC(=O)c3ccccc32)c2ccccc12)c1ccc(O)cc1 (centres undefined)	-12%	3	0%	1%	-3	-0.6	4%	-1.7	-2%
Cc1nn(C)c(Oc2ccccc2)c1CCNS(=O)(=O)c1ccc(F)cc1	-7%	-6	10%[57.1 µM]	-11%	1	0.1	4%	-0.8	17%[57.1 µM]
COc1ccc(N2C(=O)[C@@H]3[C@H](C2=O)[C@H](C(C)=O)N2c4ccccc4C=C[C@@H]32)cc1	-16%	3	16%[57.1 µM]	?	6	0.0	-1%	0.8	15%[57.1 µM]
C#CCN1C(=O)C(O)(CC(=O)/C=C/c2ccco2)c2ccccc21 (centres undefined)	-10%	-3	-5%	0%	-2	-0.5	6%	0.4	40µM*
CC(=O)Nc1cc2c(cc1NC(=O)Cn1nnc(-c3ccc(C)o3)n1)OCCO2	6%	6	5%	2%	1	2.7	-3%	1.0	25%[57.1 µM]
CC1Cc2ccccc2N1C(=O)CSc1nnc2sc3ccccc3n12 (centres undefined)	-11%	-1	17%[57.1 µM]	0%	63*	-0.2	-2%	-1.4	-2%[57.1 µM]
COc1ccc(NC(=O)N(C)C[C@H]2Oc3ccc(NC(=O)Nc4c(C)noc4C)cc3C(=O)N([C@H](C)CO)C[C@@H]2C)cc1	-29%	/	4%	-5%	/	/	-4%	/	0%
COc1cc(OC)c(NC(=O)c2cc(S(=O)(=O)N3CCOCC3)cn2C)cc1Cl	-5%	16	1%[57.1 µM]	2%	-7	-0.7	2%	0.6	8%[57.1 µM]
Cc1ccc(N(CCC#N)C(=O)COC(=O)c2cc(C)oc2C)cc1	-20%	-2	-1%	4%	0	0.4	2%	-0.1	6%
CCOc1ccc(Br)cc1S(=O)(=O)N1CCC(C(N)=O)CC1	-31%	-7	7%[57.1 µM]	4%	1	-1.0	0%	3.3	11%[57.1 µM]
CCOC(=O)c1cccc(NS(=O)(=O)c2c(C)nc3sc(C)cn3c2=O)c1	-12%	/	-8%	-12%	0	-0.6	0%	0.0	3%

Some entries already given, showing only TRHR ag, TRHR enhancer and D2 antagonist:
SMILES,TRHR ag,TRHR enhancer,D2 antagonist
O=C(N=Nc1c(O)n(C2OC(=O)c3ccccc32)c2ccccc12)c1ccc(O)cc1 (centres undefined),-0.6,-3,3
Cc1[nH]ncc1N=Cc1ccc([N+](=O)[O-])cc1,-0.2,2,13
CCOC(=O)c1cccc(NS(=O)(=O)c2c(C)nc3sc(C)cn3c2=O)c1,-0.6,0,/

The list continues.
SMILES	USP1 inh	D2 antagonist	TrxR1 substrate	Pin1 inhibitor	TRHR enhancer	TRHR ag	mIDH1 inhibitor	D2 agonist	rTrxR1 inhibitor
NS(=O)(=O)c1ccc(NC(=O)CSc2cn[nH]n2)cc1	-4%	-12	8%	0%	-4	0.3	0%	-0.5	13%
CCc1ccc(NC(=O)C2CCCN(S(=O)(=O)c3ccc4c(c3)CC(C)N4C(C)=O)C2)cc1 (centres undefined)	-20%	-6	-2%	0%	1	-0.2	0%	-0.2	3%
CCOC(=O)C1CCN(C(=O)CCCn2nc(C)c3c(C)n(-c4ccc(C)cc4)nc3c2=O)CC1	-12%	-5	-4%	-2%	16	-1.5	-7%	-0.7	6%
O=C(CN1C(=O)c2cccc3cccc1c23)N1CCc2ccccc2C1	-6%	20	-7%[57.1 µM]	-3%	2	-0.1	12%	0.3	-4%[57.1 µM]
Cc1cccc(C(=O)Nc2nc(-c3nnn(-c4cc(F)ccc4F)c3C)ns2)c1	-21%	/	6%[57.1 µM]	19%	-3	-0.9	15%	-1.4	20%[57.1 µM]
O=C(NCc1ccccc1)C1CCC(=O)N(CCN2CCOCC2)C1 (centres undefined)	-19%	-9	1%	1%	-4	-0.1	0%	-0.7	-2%
Cc1ccc(CNC(=O)c2ccc(N3CCC4(CC3)CC(c3ccccc3)=NO4)c(NC(=O)c3c(Cl)cccc3Cl)c2)cc1	?	12	5%	21%	1	0.4	-4%	-0.1	26%
COc1ccc2nc(NC(=O)CCNC(=O)c3ccco3)sc2c1	-23%	-4	-3%	1%	-5	0.1	-16%	0.3	-3%
COC(=O)C1=C[C@@H](C(=O)OC)C2C3=C(C(=O)C24CCCCC4)[C@H](C)n2c(=O)n(-c4ccccc4)c(=O)n2[C@@H]3C1 (some centres undefined)	-34%	/	1%&-4%	19%&2%	/	/	0%[38.3 µM]	/	16%&9%
COc1ccc(-c2noc(CNS(=O)(=O)c3ccc(Br)cc3)n2)cc1OC	-27%	/	-4%	3%	-9	-0.4	0%	1.6	16%
Cn1c(=O)cc(SCC(=O)NCc2ccc(F)cc2)c2ccc(Cl)cc21	-4%	/	-2%	-1%	8	-0.2	-9%	-0.5	18%

Ordered by length of the SMILES (falling): part of the list above
SMILES	USP1 inh	D2 antagonist	TrxR1 substrate	Pin1 inhibitor	TRHR enhancer	TRHR ag	mIDH1 inhibitor	D2 agonist	rTrxR1 inhibitor
CCc1ccc(NC(=O)C2CCCN(S(=O)(=O)c3ccc4c(c3)CC(C)N4C(C)=O)C2)cc1 (centres undefined)	-20%	-6	-2%	0%	1	-0.2	0%	-0.2	3%
O=C(CN1C(=O)c2cccc3cccc1c23)N1CCc2ccccc2C1	-6%	20	-7%[57.1 µM]	-3%	2	-0.1	12%	0.3	-4%[57.1 µM]
NS(=O)(=O)c1ccc(NC(=O)CSc2cn[nH]n2)cc1	-4%	-12	8%	0%	-4	0.3	0%	-0.5	13%
